Screening data deposited in PubChem by several laboratories.
Tat transport = inhibitors of E. coli Tat protein transport. E. coli MC4100 TorA-mCherry Tat export, fluorescence. inhibition, % at 10 µM. 340,000 tested, 0.036% active. AID 488895;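 active = mean replicate inhibition at least 50% and at least half of replicates individually reaching 50%; inconclusive = only one of the two criteria met; inactive = neither criterion met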;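 note: exported cargo escapes ClpAP degradation while cytoplasmic cargo is degraded and loses fluorescence; 0% = median of neutral control wells and 100% = median of NaSCN control wells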
Wnt bcat act = Wnt/beta-catenin pathway activation; Wnt/beta-catenin reporter cell assay, activator, plate reader; activation, % at 9.35 µM; 300,000 tested, 1.2% active; AID 743398; in the data active = activation above about 30%, passing the limit was not always enough; inconclusive = no clear call, values can overlap the other calls;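 note: 0% = neutral control wells and 100% = positive control wells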
CAL PDZ FP-1 = inhibitors of human CAL PDZ peptide binding. Q9HD26. purified CAL PDZ, TMR-peptide fluorescence polarization, 1 h. inhibition, % at 20 µM. 330,000 tested, 0.02% active. AID 504414;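 active = highest replicate inhibition of at least 40%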;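 note: plate controls were DMSO neutral control wells for no effect and unlabeled competitor peptide control wells for full effect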
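material = purified tagged CAL PDZ domain construct (CerCALP) | buffer or medium = sodium phosphate/NaCl buffer pH 7.4 with TCEP, IgG, Thesit | reagent = TMR-labelled reporter peptide T*-PRC34 bound in PDZ groove | incubation = 1 h room-temperature incubation prior to read | measured by = fluorescence polarization (mP) | evaluation = percent inhibition from loss of millipolarization | control set = unlabelled peptide and DMSO controls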
phage Ecoli inh = E. coli growth loss with phage present; growth absorbance; AID 651602; inhibition, % at 11.9 µM; 360,000 tested, 0.26% active; in the data active = inhibition above about 11%
MITF act = increases MITF-driven TRPM1 promoter luciferase signal; activation, % at 12.5 µM; AID 588334; SK-MEL-5 TRPM1-promoter luciferase, 24 h; % of positive control, neutral wells = 0; 300,000 tested, 0.75% active;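 active = mean activation of at least 80% with every replicate also reaching 80%; inconclusive = mean reaches 80% but some replicate falls short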;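 note: 0% = neutral control wells and 100% = parthenolide positive control wells; values of inactives mirror those of a sister screen read the other way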
SR-BI DiI-HDL act = SR-BI HDL lipid transfer activation; CHO ldlA[mSR-BI] cells, DiI-HDL uptake fluorescence, 3 h; 100 = double the neutral-control signal; activation, % at 12.5 µM; 320,000 tested, 0.096% active;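 active = mean replicate activation of at least 60% and every replicate at or above 60%; inconclusive = mean or all-replicate condition met, but not both; inactive = mean below 60% and not all replicates reaching 60%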;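 note: 0% = median plate neutral-control signal and 100% = twice that signal; values of inactives mirror those of a sister screen read the other way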
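Test system: SR-BI-overexpressing, LDLR-lacking CHO cells. Measured by: DiI fluorescence, bottom read. Medium: Ham's F12 with 0.5% BSA, HEPES 25 mM, pH 7.4. Timing: 3 h uptake period with compound, 37 °C.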
AddAB inh = less growth of phage-infected E. coli with AddAB; E. coli expressing H. pylori AddAB, absorbance growth; inhibition, % at 11.9 µM; 330,000 tested, 0.29% active; in the data active = inhibition above about 12%;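 note: 0% = vehicle wells of infected cells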
SR-BI DiI inh = mouse SR-BI HDL lipid transfer inhibition; ldlA[mSR-BI] CHO cells, DiI-HDL uptake fluorescence, 3 h; inhibition, % at 12.5 µM; 320,000 tested, 0.96% active;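 active = mean replicate inhibition of at least 70% and a set share of replicates each scoring 70 or more; inconclusive = meets just one of the two criteria; inactive = fails both criteria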;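 note: 0% = median of neutral control wells and 100% = median of positive control wells; values of inactives mirror those of a sister screen read the other way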
Target sequence (Q61009 whole entry, looked up): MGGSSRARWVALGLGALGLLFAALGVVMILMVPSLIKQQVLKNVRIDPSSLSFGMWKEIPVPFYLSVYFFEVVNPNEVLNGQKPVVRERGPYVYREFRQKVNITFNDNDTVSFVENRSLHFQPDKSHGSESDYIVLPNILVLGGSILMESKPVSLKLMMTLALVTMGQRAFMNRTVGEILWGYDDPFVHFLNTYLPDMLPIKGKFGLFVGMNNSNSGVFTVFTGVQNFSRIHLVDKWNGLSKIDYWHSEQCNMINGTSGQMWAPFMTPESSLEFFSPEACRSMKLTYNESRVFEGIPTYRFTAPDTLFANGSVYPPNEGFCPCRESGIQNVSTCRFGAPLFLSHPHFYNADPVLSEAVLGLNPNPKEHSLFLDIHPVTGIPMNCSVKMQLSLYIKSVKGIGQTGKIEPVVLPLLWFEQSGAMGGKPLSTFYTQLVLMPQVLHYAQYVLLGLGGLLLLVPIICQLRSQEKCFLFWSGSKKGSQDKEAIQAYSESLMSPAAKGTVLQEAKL
Ecoli viability = bacterial growth inhibition, counter-screen for AddAB inhibitors; 330,000 tested, 0.27% active; E. coli V3065 growth, OD600 absorbance, 18 h; inhibition, % at 11.9 µM;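 active = inhibition above the campaign's mean inhibition across all tested compounds plus 3 SD, cut at about 9.9% in these data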;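 note: uninfected addAB+ strain grown without phage in ampicillin broth; 0% = DMSO wells and 100% = ciprofloxacin 0.95 µg/ml wells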
CAL PDZ FP-2 = blocks peptide binding to the human CAL PDZ domain. purified CAL PDZ, TMR-peptide fluorescence polarization, 1 h. 300,000 tested, 0.92% active. AID 602252. Q9HD26. inhibition, % at 24.9 µM;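 active = mean inhibition of at least 30% with at least half of replicates also reaching 30%; inconclusive = no clear call, values can overlap the other calls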;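 note: 0% = DMSO neutral control and 100% = excess unlabeled competitor peptide PRC23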
The depositor's hits bear a star; ? = inconclusive; . = no result given. Rows were taken by chance. Share with any hit: about 3.6%.

molecule	Tat transport	Wnt bcat act	CAL PDZ FP-1	phage Ecoli inh	MITF act	SR-BI DiI-HDL act	AddAB inh	SR-BI DiI inh	Ecoli viability	CAL PDZ FP-2
CCC(C)NC(=O)c1cnn2c1NC(c1cccs1)CC2C(F)(F)F (stereo not drawn)	3	.	-1.9	2.1	4	-3	1.3	3	1.4	-4
Cc1ccc(NC(=O)CSc2nnc(N)s2)cc1S(=O)(=O)N1CCOCC1	2	1	-1.2	-0.4	-6	-8	2.1	8	-0.3	9
CC1CCN(CCCNC(=O)c2ccc3c(=O)n(CCc4ccccc4)c(=O)[nH]c3c2)CC1	-10	1	.	2.2	.	-9	-1.6	9	-0.7	-5
NC(=O)NCc1ccccc1Cl	-1	-2	.	5.5	-3	-2	2.8	2	0.1	-3
CCOC(=O)Cn1c(=O)cc(C)c2ccccc21	5	-1	-2.3	4.3	4	12	-0.4	-12	1.2	12
CC(=O)Nc1ccc(C(=O)OCC(=O)Nc2c(C)n(C)n(-c3ccccc3)c2=O)cc1	0	-3	0.1	2.1	5	15	0.3	-15	-0.2	0
O=C(NCC1CCCO1)c1ccccc1-c1nc(-c2ccccc2F)no1 (stereo not drawn)	-7	0	-2.5	3.8	12	8	2.8	-8	0.6	-3
COc1ccc(/C=N/NC(=O)CCn2nc(C)cc2C)cc1	4	-2	-0.8	-0.8	-4	-7	-0.8	7	-0.2	-5
CC(C)N1C(=O)C(=O)N(CC(=O)N2CCc3ccccc32)C1=O	-10	0	0.5	0.1	-2	7	1.3	-7	1.4	0
CC(=O)c1cccc(NC(=O)c2ccc(-c3ccccc3[N+](=O)[O-])o2)c1	-2	109*	-2.6	3.7	26	-18	0.4	18	-1.0	-4
Cc1ccc(S(=O)(=O)/N=C(/Nc2ccccn2)c2ccc(Cl)cc2)cc1	-14	.	0.3	4.7	23	5	4.5	-5	2.7	-2
O/C(=C\c1nc2ccccc2nc1/C=C(\O)c1ccccc1)c1ccccc1	8	.	0.0	.	27	-66	1.3	66	3.0	0
O=C(c1cc(COc2cccc(C(F)(F)F)c2)on1)N1CCSCC1	4	2	-0.5	3.3	18	36	4.9	-36	0.1	-5
CC1(C)Cc2c(sc(NC(=O)C(=O)NCC3CCCO3)c2C(=O)O)CO1 (stereo not drawn)	-5	1	-1.2	-4.0	5	-1	3.4	1	-2.0	-1
O=C1NC(NS(=O)(=O)c2ccc(Cl)cc2)(C(F)(F)F)C(=O)N1Cc1cccnc1 (stereo not drawn)	-5	.	0.6	1.0	5	33	3.0	-33	1.7	-4
CN1CCN(c2ccc3c(c2)C2CC3CCN2C(=O)OCc2ccccc2)CC1 (stereo not drawn)	1	-1	1.0	-0.6	69	4	.	-4	.	-5
CCn1nc(C)c(CN2CCCC(C(=O)c3cccc(OC(C)C)c3)C2)c1C (stereo not drawn)	3	-9	-2.3	1.5	-8	21	-1.0	-21	-1.6	0
O=c1c2cnn(-c3ccccc3)c2ncn1Cc1ccccn1	-4	.	1.0	1.7	-7	7	0.3	-7	-1.4	-2
O=C(c1ccc(Br)o1)N1CCN(CCc2ccncc2)CC1	-2	2	-1.1	3.0	7	-2	-2.9	2	-1.8	4
CC(C)NC(=O)Cn1cc(C#N)c2cc(Br)ccc21	-8	.	-0.7	2.4	-15	8	-1.0	-8	-1.5	-3
O=C(Cc1ccc(F)cc1)NCCc1cnc[nH]1	7	-4	-0.1	3.7	1	.	0.6	.	-0.2	4
O=C(COc1ccc2c(-c3ccccc3)cc(=O)oc2c1)Nc1ccc(CCO)cc1	-7	-4	-1.5	0.7	0	-6	-1.5	6	-3.3	2
CCOC(=O)c1c(NC(=O)C(=O)N/N=C(\C)c2ccc(OC)cc2)sc2c1CCCCC2	7	-1	-2.0	3.0	-3	-25	-0.3	25	-1.9	-1
Cc1cccc(C)c1NC(=O)N1CCN(c2nc3ccccc3s2)CC1	-1	2	-5.4	3.2	-8	-15	3.3	15	0.5	.

6 neighbouring records from above:
molecule	Tat transport	Wnt bcat act	CAL PDZ FP-1	phage Ecoli inh	MITF act	SR-BI DiI-HDL act	AddAB inh	SR-BI DiI inh	Ecoli viability	CAL PDZ FP-2
O=C(c1cc(COc2cccc(C(F)(F)F)c2)on1)N1CCSCC1	4	2	-0.5	3.3	18	36	4.9	-36	0.1	-5
CC1(C)Cc2c(sc(NC(=O)C(=O)NCC3CCCO3)c2C(=O)O)CO1 (stereo not drawn)	-5	1	-1.2	-4.0	5	-1	3.4	1	-2.0	-1
O=C1NC(NS(=O)(=O)c2ccc(Cl)cc2)(C(F)(F)F)C(=O)N1Cc1cccnc1 (stereo not drawn)	-5	.	0.6	1.0	5	33	3.0	-33	1.7	-4
CN1CCN(c2ccc3c(c2)C2CC3CCN2C(=O)OCc2ccccc2)CC1 (stereo not drawn)	1	-1	1.0	-0.6	69	4	.	-4	.	-5
CCn1nc(C)c(CN2CCCC(C(=O)c3cccc(OC(C)C)c3)C2)c1C (stereo not drawn)	3	-9	-2.3	1.5	-8	21	-1.0	-21	-1.6	0
O=c1c2cnn(-c3ccccc3)c2ncn1Cc1ccccn1	-4	.	1.0	1.7	-7	7	0.3	-7	-1.4	-2

New compounds follow
molecule	Tat transport	Wnt bcat act	CAL PDZ FP-1	phage Ecoli inh	MITF act	SR-BI DiI-HDL act	AddAB inh	SR-BI DiI inh	Ecoli viability	CAL PDZ FP-2
Cc1cc(SCC(=O)NN=C2CCN(C(C)C)CC2)c(C)cc1Br	13	.	0.4	0.0	0	9	2.8	-9	1.0	0
COCC(=O)N1CCC(Oc2ccc(C(=O)N3CCSCC3)cc2)CC1	-7	4	1.3	1.2	8	-3	2.0	3	0.8	-3
O=C(NCCc1c[nH]c2ccccc12)c1cncc(Br)c1	1	-2	-1.0	2.7	-16	29	-0.2	-29	-2.9	-3
CCOC(=O)c1c(CSC(=N)N)n(-c2ccccc2)c2cc(Br)c(OC(C)=O)cc12	-1	0	-0.3	2.6	.	-44	-2.3	44	-0.4	-8
O=C(O)COc1ccccc1/C=N/Nc1ccc(S(=O)(=O)N2CCOCC2)cc1[N+](=O)[O-]	-7	2	-0.4	-0.3	-2	18	1.1	-18	-0.8	.
Fc1ccccc1N1CC(c2ccccc2)C(c2cccs2)=N1 (stereo not drawn)	-4	1	-2.2	2.1	-3	-32	4.3	32	0.7	-5
COc1cc(CCC(=O)Nc2ccc(Br)c(C(F)(F)F)c2)cc(OC)c1OC	1	-3	-0.3	3.5	4	-55	-0.9	55	-0.8	-1
COc1cc(/C=N/NC(=S)NCc2ccco2)cc(OC)c1OC	-1	.	-3.7	2.0	-1	-12	1.4	12	1.2	-1
CN(C)c1ccc(NC(=O)CSc2nnc(-c3cnccn3)n2C)cc1	-2	18	0.7	-0.1	7	-2	2.1	2	1.4	-4
COc1ccc(F)cc1CN1CCN(C(=O)CCC(=O)Nc2nnc(CC(C)C)s2)CC1	-5	1	-5.0	0.1	3	-10	2.1	10	-5.0	3
COc1ccc(CCC(=O)NNC(=O)Nc2cc(Cl)ccc2C)cc1	-6	-1	-2.9	1.8	3	14	.	-14	.	0
Cc1ccc(-n2nc3c(c2NC(=O)C2CC2)CS(=O)(=O)C3)cc1	-2	1	-0.3	-0.1	-2	4	3.9	-4	2.0	6
O=c1c2ccccc2nc2n1CCCCN2	15	.	-0.7	1.3	16	10	2.7	-10	1.2	.
CCN1C(=S)N[C@@H](CCc2ccccc2)C(C(=O)OC)=C1C	-3	-4	-0.5	0.6	1	15	3.7	-15	4.1	-7
N/C(=N\OC(=O)C1CCCCC1)c1ccc(Cl)cc1	4	5	-0.7	0.9	41	13	1.6	-13	-0.5	-2
COc1cc(Cl)ccc1OCc1cc(C(=O)N2CCN(c3ccccn3)CC2)no1	11	4	-0.4	2.2	14	-9	3.1	9	-0.8	-4
COc1ccc(CCC(=O)NC2=NCCS2)cc1OC	5	.	-2.8	2.5	-2	1	1.4	-1	-1.4	0
N/C(=N\OC(=O)c1cccnc1)c1ccccc1Cl	-8	9	0.4	3.6	17	-8	1.6	8	4.7	3
C=CCNC(=S)NC(=O)c1oc2ccccc2c1C	-9	-1	-0.8	4.1	31	9	4.1	-9	-1.1	-2
COc1cccc(/C=C2\Oc3cc(OCC(=O)N4CCCC4)ccc3C2=O)c1OC	3	-1	-2.5	-0.9	7	-31	0.8	31	0.0	-7
O=C(O)Cn1c(P(=O)(O)c2ccccc2)nc2ccccc21	-3	-22	-0.2	-0.2	-3	20	-0.9	-20	-0.2	-4
O=C(COC(=O)c1cc(=O)[nH]c2ccccc12)c1cccs1	-2	-2	.	2.5	-1	11	1.5	-11	0.5	5
CS(=O)(=O)C1=NSC2=NC(=O)/C(=C\c3ccc(OS(=O)(=O)c4ccccc4)cc3)C(=N)N21	4	4	-2.6	2.8	-5	35	2.7	-35	-2.7	-4
CCOC(=O)c1ccc(NC(=O)CSc2nc(=O)n3cccc(C)c3n2)cc1	-3	1	-3.7	9.2	7	-2	9.4	2	8.8	11
Cc1ccc(C(=O)C2=C(O)C(=O)N(Cc3ccco3)C2c2cccc(Br)c2)o1 (stereo not drawn)	-11	-3	-4.2	3.7	-11	-5	2.8	5	-2.0	-3
CCc1cccc(OCCCCNCCOC)c1	-12	.	-0.5	2.5	0	.	-1.6	.	0.1	2
O=C(Nc1sc2c(c1C(=O)O)CCC2)c1cccc(Cl)c1	4	4	-0.3	-2.8	4	11	-0.9	-11	0.5	3
C=CCOC(=O)C1=C[C@H](c2ccc(Br)cc2)C[C@H](OCCCCO)O1	3	-1	-0.5	2.2	3	10	4.2	-10	4.2	1
N#Cc1cnc2ncnn2c1-c1ccccc1	-1	?	-0.3	2.4	-9	27	3.6	-27	1.9	3
CN1CCN(C(=S)NC(=O)/C=C/c2ccccc2Cl)CC1	-5	-1	-0.3	5.2	-9	-6	2.1	6	-0.2	2
CN(C)/C=C(/C(=O)c1ccccc1)S(=O)(=O)c1ccc(Cl)cc1	-2	0	0.4	2.4	10	0	5.1	0	1.1	1
O=C(CSc1ncn[nH]1)NCc1ccccc1	-9	.	-0.2	0.7	.	5	2.1	-5	-1.7	2
Cc1cc(NC(=O)CSc2ncn(-c3ccccc3)n2)no1	-6	.	-0.9	3.2	.	2	2.7	-2	-1.1	.
